Bioassay records (PubChem BioAssay)
C diff HTS = C. difficile growth inhibitors, primary screen, HTS | Clostridium difficile clinical isolate growth, OD600, 24 h; active compounds read low | growth activity, negative = inhibition, % at 16 µg/mL (by protocol) | 0.25% of 86,000 active | AID 1259249, 2017;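 active = mean growth activity at or below -80% and every replicate also at or below -80%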;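 note: 0% = DMSO wells and -100% = levofloxacin 16 µg/mL wells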
* marks the source's active call; other numbers are inactive results; & = joins results of further samples. An excerpt (hit frequency here may not be typical).

The first 19 compounds, ahead of the listing:
SMILES	C diff HTS
C#CCN([C@H](/C=C/C1CC1)[C@@H](O)Cc1ccccc1)[C@@H]1C(=O)N2[C@@H]1SC(C)(C)[C@@H]2C(=O)OC	-3&-3
CC(C)(C)[Si](C)(C)OC[C@@H]1[C@H]2c3ccccc3O[C@]1(C)NC(=S)N2C(=O)c1ccccc1	-12
CC(C)NC(=O)Nc1ccc2c(c1)C(=O)N([C@@H](C)CO)C[C@H](C)[C@@H](CN(C)Cc1ccc(Cl)c(Cl)c1)OCCCC[C@H](C)O2	5
O=C(C1=C[C@@H](c2ccc(C(F)(F)F)cc2)C[C@@H](OCc2ccc(CO)cc2)O1)N1CCCC1	3
COc1cc2c(cc1OC)-c1onc(-c3ccc(OCCO)cc3)c1CCCN(CC(C)O)CC2 (stereo not drawn)	-2
O=C(C1=C[C@@H](c2ccccc2)C[C@@H](OCc2ccc(CO)cc2)O1)N1CCN(Cc2ccc3c(c2)OCO3)CC1	14
CCO[C@H]1OC(C(=O)N2CCN(C)CC2)=C[C@@H](c2ccc(Br)cc2)[C@@H]1CCCO	-4
CC(=O)n1cc([C@@H]2C=C(C(=O)Nc3ccccc3)O[C@H](OCCCCO)C2)c2ccccc21	-8
O=C(C1=C[C@@H](c2ccccc2)C[C@@H](OCc2ccc(CO)cc2)O1)N1CCOCC1	3
C#CCNC(=O)C1=C[C@@H](c2csc3ccccc23)C[C@@H](OCc2ccc(CO)cc2)O1	3
COCCOC(=O)N1C(=O)[C@@]2(c3cc(C#CCCO)ccc31)[C@H](C(=O)N1CCc3cc(OC)c(OC)cc3C1)[C@H]1C(=O)O[C@H](c3ccccc3)[C@H](c3ccccc3)N1[C@@H]2c1ccccc1OCCO	-4
CC(C)(C)[C@@H]1C=C(C(=O)NCc2nc3ccccc3[nH]2)O[C@H](OCc2ccc(CO)cc2)C1	1
CC12N=C3SCC(=O)N3[C@H](c3ccccc3O1)[C@H]2CO[Si](C)(C)C(C)(C)C	-10
C#CCNC(=O)C1=C[C@@H](c2ccc(C#C)cc2)[C@H](CCCO)[C@@H](OCC)O1	-1
O=C1C=CCCN1C(=O)/C=C/c1cccc(Br)c1	0
Cc1nc2cc(Br)ccc2c(=O)n1Cc1cccc(O)c1	-3
O=C(Cc1ccccc1)OC(COCc1ccccc1)C(=O)NCc1ccccc1 (stereo not drawn)	6
COC(=O)c1ccc([C@H]2C=C(C(=O)O)O[C@@H](OCCCCO)C2)cc1	-16
CN1CCN(C(=O)C2=C[C@@H](c3ccc(C(F)(F)F)cc3)C[C@@H](OCc3ccc(CO)cc3)O2)CC1	1

All compounds of this part, from the start:
SMILES	C diff HTS
C#CCN([C@H](/C=C/C1CC1)[C@@H](O)Cc1ccccc1)[C@@H]1C(=O)N2[C@@H]1SC(C)(C)[C@@H]2C(=O)OC	-3&-3
CC(C)(C)[Si](C)(C)OC[C@@H]1[C@H]2c3ccccc3O[C@]1(C)NC(=S)N2C(=O)c1ccccc1	-12
CC(C)NC(=O)Nc1ccc2c(c1)C(=O)N([C@@H](C)CO)C[C@H](C)[C@@H](CN(C)Cc1ccc(Cl)c(Cl)c1)OCCCC[C@H](C)O2	5
O=C(C1=C[C@@H](c2ccc(C(F)(F)F)cc2)C[C@@H](OCc2ccc(CO)cc2)O1)N1CCCC1	3
COc1cc2c(cc1OC)-c1onc(-c3ccc(OCCO)cc3)c1CCCN(CC(C)O)CC2 (stereo not drawn)	-2
O=C(C1=C[C@@H](c2ccccc2)C[C@@H](OCc2ccc(CO)cc2)O1)N1CCN(Cc2ccc3c(c2)OCO3)CC1	14
CCO[C@H]1OC(C(=O)N2CCN(C)CC2)=C[C@@H](c2ccc(Br)cc2)[C@@H]1CCCO	-4
CC(=O)n1cc([C@@H]2C=C(C(=O)Nc3ccccc3)O[C@H](OCCCCO)C2)c2ccccc21	-8
O=C(C1=C[C@@H](c2ccccc2)C[C@@H](OCc2ccc(CO)cc2)O1)N1CCOCC1	3
C#CCNC(=O)C1=C[C@@H](c2csc3ccccc23)C[C@@H](OCc2ccc(CO)cc2)O1	3
COCCOC(=O)N1C(=O)[C@@]2(c3cc(C#CCCO)ccc31)[C@H](C(=O)N1CCc3cc(OC)c(OC)cc3C1)[C@H]1C(=O)O[C@H](c3ccccc3)[C@H](c3ccccc3)N1[C@@H]2c1ccccc1OCCO	-4
CC(C)(C)[C@@H]1C=C(C(=O)NCc2nc3ccccc3[nH]2)O[C@H](OCc2ccc(CO)cc2)C1	1
CC12N=C3SCC(=O)N3[C@H](c3ccccc3O1)[C@H]2CO[Si](C)(C)C(C)(C)C	-10
C#CCNC(=O)C1=C[C@@H](c2ccc(C#C)cc2)[C@H](CCCO)[C@@H](OCC)O1	-1
O=C1C=CCCN1C(=O)/C=C/c1cccc(Br)c1	0
Cc1nc2cc(Br)ccc2c(=O)n1Cc1cccc(O)c1	-3
O=C(Cc1ccccc1)OC(COCc1ccccc1)C(=O)NCc1ccccc1 (stereo not drawn)	6
COC(=O)c1ccc([C@H]2C=C(C(=O)O)O[C@@H](OCCCCO)C2)cc1	-16
CN1CCN(C(=O)C2=C[C@@H](c3ccc(C(F)(F)F)cc3)C[C@@H](OCc3ccc(CO)cc3)O2)CC1	1
CCO[C@@H]1OC(C(=O)O)=C[C@H](c2csc3ccccc23)[C@H]1CCCO	-1
O=[N+]([O-])c1ccccc1/C=C/c1ccncc1	-24
CCO[C@H]1OC(C(=O)O)=C[C@@H](c2ccc(C(F)(F)F)cc2)[C@@H]1CCCO	4
O=C(C1=C[C@H](c2ccc3c(c2)OCO3)C[C@H](OCc2ccc(CO)cc2)O1)N1CCOCC1	1
CN1CCN(C(=O)C2=C[C@@H](c3csc4ccccc34)C[C@@H](OCCCCO)O2)CC1	-6
CN1C(=O)C2C(C1=O)C1C=C(CCCO)C2C(c2ccc(CN3CCCC3)cc2)N1Cc1sc2ccccc2c1Cl (stereo not drawn)	4

The closing 2 compounds of the part above open the next one:
SMILES	C diff HTS
CN1CCN(C(=O)C2=C[C@@H](c3csc4ccccc34)C[C@@H](OCCCCO)O2)CC1	-6
CN1C(=O)C2C(C1=O)C1C=C(CCCO)C2C(c2ccc(CN3CCCC3)cc2)N1Cc1sc2ccccc2c1Cl (stereo not drawn)	4
C[C@@H]1C=C(C(=O)N2CCN(C)CC2)O[C@H](OCc2ccc(CO)cc2)C1	-7
CC(=O)NCCCC[C@@H]1NC(=O)[C@@H]2C[C@H](C(=O)NCc3ccc(F)cc3)[C@H](c3ccc(O)cc3)N2C1=O	-1
COc1ccc(COCC23Oc4ccccc4[C@H]([C@H]2CO)n2c(c4c(c(C(C)=O)c2=O)C(=O)N(C)C4=O)N3C)cc1	-1
C=C1C(=O)OC2/C=C(/C)CC/C=C(/C)CCC12 (stereo not drawn)	-10
CN(C)CCCN1C(=O)[C@@]2(Cc3ccccc31)c1ccccc1C(=O)N(Cc1ccccc1Cl)[C@H]2c1ccc(CO)cc1	-4
COC(=O)c1c2oc(c1C(=O)OC)C(=O)N[C@H](Cc1ccccc1)Cn1cc(nn1)CNC(=O)[C@H](Cc1ccccc1)NC(=O)N[C@@H](CO)CC2	-22
C[C@H]1C=C(C(=O)N2CCN(Cc3ccc4c(c3)OCO4)CC2)O[C@@H](OCc2ccc(CO)cc2)C1	0
O=C(NCc1ccc(F)cc1)[C@H]1C[C@H]2C(=O)N[C@@H](Cc3ccccc3)C(=O)N2[C@H]1c1ccc(O)cc1	1
CC(C)[C@@H](CO)NC(=O)[C@H]1[C@@H](c2ccccc2)N(c2ccccc2)O[C@@H]1C	13
COc1ccc([Si](C)(C)[C@H]2[C@H](CCn3cc([C@H](O)c4ccccc4)nn3)O[C@@]3(C(=O)N(Cc4cccc(N5CCOC5=O)c4)c4ccccc43)[C@@H]2C)cc1	-6
COc1ccc(CN2CCCC(C(=O)N3CCCC3)C2)c(OC)c1OC (stereo not drawn)	-6
CC(=O)n1cc([C@H]2C=C(C(=O)N3CCN(Cc4ccccc4)CC3)O[C@@H](OCc3ccc(CO)cc3)C2)c2ccccc21	1
CCCCc1cn(C[C@H](Cc2ccccc2)NC(=O)N[C@H](CO)CCc2oc(C(C)=O)c(C(=O)OC)c2C(=O)OC)nn1	4
COC(=O)[C@@H](NC(=O)CN=[N+]=[N-])c1ccccc1	-5
COCCOC(=O)N1C(=O)[C@@]2(c3cc(C#Cc4ccc(OC)cc4)ccc31)[C@H](C(=O)N1CCN(c3ncccn3)CC1)[C@H]1C(=O)O[C@H](c3ccccc3)[C@H](c3ccccc3)N1[C@@H]2c1ccc(OCCO)cc1	-7
COC(=O)c1c2oc(c1C(=O)OC)C(=O)N[C@@H](Cc1ccccc1)Cn1cc(nn1)CNC(=O)[C@H](Cc1ccccc1)NC(=O)N[C@@H](CO)CC2	-8
CCOc1ccc(N2C(=O)CSC2c2cccc([N+](=O)[O-])c2)cc1 (stereo not drawn)	-17
C=CCOC(=O)[C@H]1[C@@H]2C(=O)O[C@@H](c3ccccc3)[C@@H](c3ccccc3)N2[C@@H](c2ccc(OCCOC(=O)[C@@H]3C[C@@H]4C(=O)N[C@@H](CC(C)C)C(=O)N4[C@@H]3c3ccc(O)cc3)cc2)[C@]12C(=O)Nc1ccc(I)cc12	-1
